# West Nile virus CPE: West Nile virus antiviral activity, cell-based, CPE readout (AID 1621) | West Nile virus-infected cells, CPE inhibition; higher % means a stronger effect | CPE inhibition, % at 10 µM; hits with a dose series show IC50 in µM | 290,000 tested, 0.02% active; in the data active means a potency from the dose series; inconclusive means CPE inhibition mostly from about 3.7% at the one dose, without a potency; inactive means the rest, 99 in 100 with CPE inhibition below about 2.2%; further: strong numbers were not always called active
# MgcRacGAP inhibition: MgcRacGAP GTPase-activating activity inhibitors, confirmation, biochemical, ADP Hunter fluorescence; AID 624330, 2012; MgcRacGAP-stimulated Rac1 GTP hydrolysis, ADP Hunter fluorescence; higher % means a stronger effect; GST-tagged Rac1 F28L mutant substrate; 340,000 tested, 0.6% active; Rac GTPase-activating protein 1 (Homo sapiens); inhibition, % at 30 µM, or IC50 in µM where a hit was titrated;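 active means first-screen hits whose inhibition reached a set limit at any dose in the follow-up dose series; inconclusive means inhibition above the set first-screen limit but never retested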;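 further: fluorescence reports GDP produced by GAP-driven GTP hydrolysis; strong numbers were not always called active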
# NTR1 agonist: agonists of NTR1, primary screen, imaging, U2OS cells, beta-arrestin-GFP, high content (AID 493036). 330,000 tested, 0.17% active. activation, % at 20 µM. NTR1-U2OS beta-arrestin-GFP spot imaging, agonist mode;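 active means activation at or above 40% of the spot to cytoplasm intensity ratio, with at least 20 cells analyzed; inconclusive means wells under 20 cells, flagged as cytotoxic or low count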;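 further: 0% = DMSO without peptide and 100% = 100 nM NTR1 peptide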
# Target sequence (P30989 whole entry, looked up): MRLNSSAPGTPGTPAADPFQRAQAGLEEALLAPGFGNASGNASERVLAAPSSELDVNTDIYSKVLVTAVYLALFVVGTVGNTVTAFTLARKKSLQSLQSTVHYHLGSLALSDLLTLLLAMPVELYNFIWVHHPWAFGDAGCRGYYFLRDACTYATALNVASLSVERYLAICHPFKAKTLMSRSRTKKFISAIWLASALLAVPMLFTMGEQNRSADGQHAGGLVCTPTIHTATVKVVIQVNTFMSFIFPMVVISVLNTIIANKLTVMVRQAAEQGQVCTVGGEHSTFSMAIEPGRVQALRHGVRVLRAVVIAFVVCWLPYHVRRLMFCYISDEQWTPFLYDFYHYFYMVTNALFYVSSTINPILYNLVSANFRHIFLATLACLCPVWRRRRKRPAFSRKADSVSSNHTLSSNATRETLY
# RSV antiviral HEp-2: RSV antiviral activity via CPE protection, HEp-2 cells, primary 10 µM value included (AID 2391); HEp-2 cells, RSV-induced CPE inhibition; higher % means a stronger effect; CPE inhibition, % at 10 µM, or IC50 in µM where a hit was titrated; 310,000 tested, 0.13% active; in the data active means a potency from the dose series; inconclusive means CPE inhibition mostly from about 23% at the one dose, without a potency; inactive means the rest, 99 in 100 with CPE inhibition below about 21%; further: strong numbers were not always called active
# UTI89 phage lysis: inhibition of K1F phage lysis, E. coli UTI89, bacterial capsule biogenesis inhibitors, alamar blue (AID 488966). E. coli UTI89 K1F phage lysis, alamar blue, 2 h; higher % means a stronger effect. inhibition, % at 100 µM, or IC50 in µM where a hit was titrated. 340,000 tested, 0.02% active;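 active means phage lysis inhibition, versus mean bacterial control, above a set limit; inconclusive means no clear call, values can overlap the other calls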;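 further: capsule biogenesis inhibitors block K1F phage lysis so surviving cells raise fluorescence; higher fluorescence means more inhibition of phage lysis; actives were called in the ten point dose series up to 300 µM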
# NS5 inhibitors: Dengue-2 NS5 methyltransferase inhibitors, primary screen, biochemical, confirmation dose response (AID 588689). inhibition, % at 25 µM, or IC50 in µM where a hit was titrated. Dengue-2 NS5 methyltransferase capping enzyme assay, biochemical; higher % means a stronger effect. Genome polyprotein (Dengue virus type 2 (strain 16681-PDK53)). 340,000 tested, 0.3% active; in the data active means a potency from the dose series; inconclusive means inhibition above about 29% without an active follow-up result
# Salmonella PhoP GFP: inhibitors of PhoP regulon expression, primary screen, Salmonella Typhimurium, GFP reporter (AID 1863). inhibition, % at 50 µM; hits with a dose series show IC50 in µM. 300,000 tested, 0.16% active. S. Typhimurium PhoP-regulated promoter GFP reporter, 4 h; higher % means a stronger effect;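 active means inhibition over 29.93%, a cutoff 3 SD above the screen mean, later confirmed by dose response; inconclusive means inhibition over 29.93% but no dose response follow-up; inactive means inhibition at most 29.93% or unconfirmed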;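 further: 0% = low Mg2+ inducing control and 100% = high Mg2+ repressing control; strong numbers were not always called active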
# T cell modulator: modulators of CD8 T cell-vesicle binding, primary screen, mouse 2C CD8+ T cells, flow cytometry | 330,000 tested, 0.068% active | AID 2052, 2009 | calls only at 7 µM | 2C CD8+ T cell-vesicle binding; active compounds read low;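 active means response, share of CD8 T cells binding vesicles, and their 90th percentile fluorescence all below set limits, cut at about 80% in these data, passing the limit was not always enough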
#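 Incubation: binding step 1.5 h, 37 °C, antibody labelling 20 min, ice; system: murine 2C transgenic CD8+ T lymphocytes; technique: cytometric PE anti-B7-1 and Alexa647 anti-CD8 signals after 1% paraformaldehyde fixation; also added: QL9-charged Drosophila Ld/ICAM-1/B7-1 vesicles; control set: naked versus QL9-loaded vesicles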
# SV40 large T antigen: SV40 large T antigen inhibitors, biochemical (AID 1903); 310,000 tested, 0.39% active; SV40 large T antigen ATPase/helicase inhibition assay; higher % means a stronger effect; inhibition, % at 20 µM, or IC50 in µM where a hit was titrated; in the data active means a potency from the dose series; inconclusive means inhibition mostly from about 32% at the one dose, without a potency; inactive means the rest, 99 in 100 with inhibition below about 32%; further: strong numbers were not always called active
# T cell modulator vesicle-bound %: further read-out of T cell modulator, marked with its call; double positive events, %; measured here: CD8+ vesicle-bound cell fraction;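 binding gate set so that unloaded-vesicle control wells show 10% double positive cells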
# NTR1 agonist cell count 20 µM: recorded beside NTR1 agonist, whose call it bears; cell count; measured here: cell count, cytotoxicity flag
# NS5 inhibitors pilot replicate: second read-out of NS5 inhibitors, no call of its own (marks repeat the call); inhibition, %; measured here: pilot screen replicate inhibition
# * marks the source's active call; other numbers are inactive results; i = inactive; ? = inconclusive; . = not tested or not shown; [ ] = remark or other dose.
SMILES,West Nile virus CPE,MgcRacGAP inhibition,NTR1 agonist,NTR1 agonist cell count 20 µM,RSV antiviral HEp-2,UTI89 phage lysis,NS5 inhibitors,Salmonella PhoP GFP,T cell modulator,T cell modulator vesicle-bound %,SV40 large T antigen,others
CCN(CC)CCN1C(=O)C(=O)/C(=C(/O)c2cnn(-c3ccccc3)c2C)C1c1ccc(C)o1 (centres undefined),-0.3%,3%,-1.4,30,0.3%,-0.1%,3%,-15%,i,29,11%,
COc1cc(OC)c2c(-c3ccccc3)cc(=O)oc2c1C(CCN1CCOCC1)c1ccc2c(c1)OCO2 (centres undefined),.,5%,6.7,61,.,0.3%,-6%,.,.,.,.,NS5 inhibitors pilot replicate=-6.7
CCOC(=O)CCCCCN(Cc1ccccc1)S(=O)(=O)c1ccc([N+](=O)[O-])cc1,-0.1%,-10%,0.1,72,1.9%,-0.6%,1%,8%,i,41,-2%,
COc1ccc(CCNC(=O)COC(=O)c2ccc(N3CCCC3=O)cc2)cc1OC,0.1%,14%,0.3,50,0.2%,-0.7%,-7%,-2%,i,18,6%,
Cc1cc2oc(C(=O)Nc3nonc3C)c(C)c2cc1C,0.0%,7%,0.7,78,1.4%,0.2%,-5%,8%,i,59,0%,
CC(C(=O)NCc1ccco1)n1cc(C(=O)c2ccco2)c2ccccc21 (centres undefined),0.2%,4%,-0.6,35,2.9%,-0.3%,2%,3%,i,46,18%,
O=C(Nc1ccc(Cl)cc1F)C1CCCN(C2=NS(=O)(=O)c3ccccc32)C1 (centres undefined),.,4%,-1.1,49,.,1.2%[50 µM],-3%,.,.,.,.,
CC(C(=O)NCc1ccc(F)cc1)c1ccc([N+](=O)[O-])cc1 (centres undefined),-0.5%,8%,-2.3,97,0.4%,0.7%,0%,2%,i,56,18%,
COc1ccc(NC(=S)NC(C)c2ccncc2)cc1OC (centres undefined),0.6%,7%,0.4,30,10%,-0.3%,-18%,-5%,i,8,5%,
CC(=O)c1cccc(NC(=O)c2ccccc2OCc2ccc(F)cc2)c1,-0.5%,6%,0.3,55,-0.2%,0.1%,-3%,3%,i,8,-1%,
CCCCNC(=O)c1cc(S(=O)(=O)N2CCCCC2)oc1C,-0.9%,8%,-0.4,73,2.9%,-0.1%,4%,-4%,i,25,23%,
C/C(N)=C(/C#N)C(=O)CSc1nc2ccccc2c(=O)n1-c1ccccc1C,-0.5%,-11%,0.0,81,5.9%,-0.7%,.,8%,i,46,5%,
CC(=O)OCc1c(-c2ccccc2)c2cc([N+](=O)[O-])ccc2n1C,1.8%,6%,5.7,103,18%,0.4%,-9%,2%,i,17,6%,
COc1ccc(-n2nc(C(=O)NCC(=O)N3CCC(C(N)=O)CC3)c3ccccc3c2=O)cc1OC,0.7%,0%,-0.1,45,0.9%,0.0%,-5%,0%,i,24,5%,
COC(=O)c1cc(OC)c(OC)cc1NC(=O)CN1C(=O)c2ccccc2C1=O,-0.3%,0%,4.9,82,-0.1%,-0.1%,-7%,-17%,i,22,1%,
Cc1cc(C)nc(NS(=O)(=O)c2ccc(NC(=O)NC3CCCCC3)cc2)n1,0.3%,1%,0.8,84,0.9%,-1.4%,-6%,-13%,i,28,2%,
Cc1ccc(-c2noc(CSc3nnc(-c4ccncc4)n3-c3ccc(C)cc3)n2)cc1,0.4%,2%,1.2,60,1.5%,-2.3%,-11%,-5%,i,16,13%,
COc1cnc(-c2ccccn2)nc1Oc1ccc(C(C)(C)C)cc1,-0.8%,4%,14,83,7.7%,0.0%,-8%,5%,i,56,11%,
Cc1noc(C)c1COC(=O)/C=C/c1ccc(Cl)cc1,0.2%,-1%,1.6,28,1.1%,-0.7%,-5%,3%,i,27,3%,
O=C(Oc1ccccc1)Oc1ccc2c(c1)oc(=O)c1ccccc12,-0.5%,15%,1.3,60,21%,3.1%,0%,27%,i,43,?,
CCOC(=O)C1CCCN(S(=O)(=O)c2ccc3c(c2)CC(C)N3C(=O)C2CC2)C1 (centres undefined),-0.3%,11%,0.4,58,9.8%,4.0%,-2%,-5%,i,18,6%,
CCC(C)NC(=O)c1ccc(N2CC3CC(C2)c2cccc(=O)n2C3)c(NC(=O)c2ccc(Br)o2)c1 (centres undefined),0.1%,3%,-1.4,71,-0.1%,2.3%,3%,6%,i,12,3%,
CN1C(=O)NC(c2ccc(C(F)(F)F)cc2)C2=C1CC(C)(C)CC2=O (centres undefined),0.0%,12%,-0.5,90,0.8%,0.7%[50 µM],-7%,22%,i,24,8%,
O=C(c1ccc(F)cc1)N1CCC(C(=O)N2CCN(Cc3ccc4c(c3)OCO4)CC2)CC1,.,-4%,0.9,65,0.2%,1.5%[50 µM],-8%,-1%,i,38,4%,
CC1(C)C(=O)Nc2ccccc2N1C(=O)COC(=O)CSc1ccc(F)cc1,.,-2%,4.2,67,0.6%,0.0%[50 µM],5%,.,i,47,.,
SMILES,West Nile virus CPE,MgcRacGAP inhibition,NTR1 agonist,NTR1 agonist cell count 20 µM,RSV antiviral HEp-2,UTI89 phage lysis,NS5 inhibitors,Salmonella PhoP GFP,T cell modulator,T cell modulator vesicle-bound %,SV40 large T antigen,others
Cc1ccccc1CSc1nccn1-c1ccccc1,0.5%,6%,-0.6,40,0.1%,0.3%,-3%,-1%,i,15,4%,
Cc1ccc(C)c(OCC(=O)O/N=C(\N)c2ccccn2)c1,-1.4%,1%,2.5,73,0.0%,1.1%,-4%,-1%,i,56,-5%,
CCOC(=O)c1cc2sc(C)cc2n1CC(=O)NCCc1ccccc1,-1.0%,8%,3.7,63,0.1%,0.2%,-1%,-4%,i,62,8%,
CCOc1ccccc1Nc1ccc(C(=O)O)cc1N,1.5%,26%,-1.4,100,5.0%,0.5%,16%,-7%,i,31,26%,
O=[N+]([O-])c1ccccc1S(=O)(=O)Nc1cccc(S(=O)(=O)N2CCCC2)c1,.,-1%,4.7,48,.,0.0%[50 µM],-4%,.,i,4,.,
CCn1ccc(C(=O)Nc2sc3c(c2C(=O)OC)CCC3)n1,-0.9%,9%,7.3,70,6.4%,1.4%[50 µM],-2%,5%,i,8,-5%,
CCS(=O)(=O)N1CCCC(C(=O)NCCCOC(C)C)C1 (centres undefined),0.4%,6%,0.6,32,1.4%,-0.4%,1%,7%,i,17,17%,
NC(=O)C1CCN(C(=O)c2ccc(-c3ccccc3Cl)o2)CC1,.,3%,-2.7,48,-0.3%,0.6%[50 µM],-3%,.,i,37,.,
CCc1csc(CCNC(=O)C2CCC(=O)N(Cc3cccc(C(F)(F)F)c3)C2)n1 (centres undefined),-0.3%,0%,0.1,69,1.2%,-0.1%,1%,1%,i,6,27%,
CC(=O)Oc1cccc(N2C(=O)CC(Nc3ccc(N4CCOCC4)cc3)C2=O)c1 (centres undefined),0.6%,14%,0.6,49,-0.1%,2.1%,?,16%,i,41,?,
CCOc1ccc(C(=O)NCCCn2ccnc2)cc1,-0.2%,5%,1.6,88,1.3%,0.7%,-6%,3%,i,19,-8%,
COc1ccccc1NC(=O)c1ccc2nc(N3C(=O)CCC3=O)sc2c1,0.3%,9%,-0.4,42,0.2%,-0.1%,-2%,0%,i,20,-3%,
COc1ccc(CCN(C)C(=O)c2cc(S(=O)(=O)NCc3ccccc3)ccc2C)cc1OC,.,9%,-0.1,60,14%,1.0%[50 µM],-1%,0%,i,13,9%,
COc1cc2nc(C3CC3)n(NC(=O)c3ccc(F)cc3)c(=O)c2cc1OC,0.2%,4%,1.0,64,-0.6%,4.2%,-4%,-11%,i,15,17%,
O=C(NCCOc1cccnc1)C1CCC(=O)N(Cc2ccccc2F)C1 (centres undefined),-0.8%,8%,0.5,50,0.4%,1.0%[50 µM],6%,0%,i,72,11%,
CC1CCN(C(=O)CCNS(=O)(=O)c2ccc3c(c2)oc(=O)n3C)CC1,-0.2%,9%,-0.6,60,0.4%,0.4%,7%,0%,i,1,5%,
O=S(=O)(c1ccc(NCCOCCO)nc1)N1CCCCC1,.,6%,-0.2,52,-0.1%,0.9%[50 µM],6%,.,i,30,.,
CCCCn1cc(C(C)(C)C)c(C#N)c1NC(C)=O,0.8%,4%,5.7,44,-0.9%,5.1%,0%,-1%,i,41,2%,
CC1CCc2c(sc(NC(=O)CSc3nnc(-c4ccccc4)o3)c2C#N)C1 (centres undefined),1.0%,14%,2.8,43,0.2%,4.9%,-3%,28%,i,54,-11%,
CC(=O)c1nccs1,.,6%,-0.8,62,0.8%,-1.0%,1%,.,i,15,.,
Cc1ccc(C(=O)CN(C(=O)c2ccc(Cl)cc2)N2C(=O)CCC2=O)cc1,0.2%,8%,2.9,53,-2.7%,0.1%,-2%,1%,i,66,1%,
O=C1CC(c2nc3ccccc3[nH]2)CN1c1ccccc1 (centres undefined),1.2%,5%,0.9,75,0.3%,0.9%,-6%,6%,i,7,3%,
COc1cc(NC(=O)C2=CC(c3cccs3)=NS(=O)(=O)N2C)cc(OC)c1OC,0.5%,5%,6.2,47,1.2%,-0.2%,-1%,.,i,44,.,
CC1(C)CC(=O)C=C(NNC(=O)c2ccc(N)cc2)C1,0.5%,2%,1.3,66,1.9%,-4.5%,-1%,7%,i,47,5%,
CN(C(=O)C1CCCN1S(=O)(=O)c1ccc(Cl)cc1)c1ccccc1 (centres undefined),.,2%,-1.2,63,1.8%,0.7%[50 µM],3%,.,i,48,.,
CC1CCCC(NC(=O)COC(=O)[C@@H](NC(=O)c2ccc(F)cc2)C(C)C)C1C (some centres undefined),.,0%,0.4,57,.,2.0%,-12%,.,i,31,.,
COc1ccc(CCn2c(C)ccc2C)cc1OC,-0.2%,.,1.5,48,2.6%,.,.,-1%,i,19,7%,
Cc1ccnc(NC(=O)CCC(=O)N(CC(=O)NCc2ccc(F)cc2)c2ccc(F)cc2)c1,-0.6%,7%,1.1,53,0.4%,-0.1%,-9%,0%,i,26,5%,

# Screening results as filed in PubChem.
